EPAC1 antag = blocks human EPAC1 exchange factor; Potency, µM (doses to about 115 µM), inactives show top-dose activity change, negative = inhibition, most hits filed as inhibitors; EPAC1 GEF assay, Rap1b-BODIPY-GDP exchange fluorescence; AID 720709; 0.14% of 360,000 active;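 further: potency means the concentration at half of the fitted maximal effect; plate controls were vehicle for no effect and positive control for full effect; nearly all actives have a fitted effect of over 50% in size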
IL-2 act = activates IL-2 in a cell-based reporter assay; IL-2 activation reporter assay, cell-based qHTS; stimulated with anti-CD3/CD4/CD28 beads; in transgenic mouse T cells; activation, % (series mostly up to about 46 µM); 0.065% of 360,000 active; in the data active means activation above about 50%; inconclusive means mostly about 30% to 49%; further: 0% is about no effect
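Quantitative HTS in unstimulated transgenic mouse T cells, with memory T cells as non-tolerant control and PMA/ionomycin as tolerance-bypass control. Compound pretreatment lasted 60 minutes before 18 h bead stimulation; EGFP/DsRed fluorescence read.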
PLK1 PBD inh = PLK1 (human) polo-box domain binding inhibition | P53350 | Plk1 PBD binding of FITC phosphopeptide, fluorescence polarization | Potency, µM, without a hit: max response, negative = inhibition, most hits filed as inhibitors | 2.8% of 360,000 active | AID 720504; further: potency means the concentration at half of the fitted maximal effect; series mostly up to about 57 µM; on the % scale 0 is the no-effect control and ±100 the full control effect; nearly all actives have a fitted effect of over 65% in size
GLP1R inv ag = GLP-1 receptor (human) inverse agonism; P43220; HEK293 GLP-1R CRE-luciferase, luminescence, 24 h; GLP-1R form is constitutively active; Potency, µM (highest dose often 38.3 µM), for the others: at the highest dose activity change, negative = inhibition, most hits filed as inhibitors; 1.6% of 410,000 active; further: potency means the concentration at half of the fitted maximal effect; on the % scale 0 is the no-effect control and ±100 the full control effect; nearly all actives have a fitted effect of over 55% in size
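Stable HEK293 clone (constitutively active GLP-1R + cAMP-response luciferase); 200 cells/uL plated, 12 h pre-culture, compound 24 hr, 37 deg C/5% CO2; detection reagent 12 min RT; luminescence.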
EPAC1 agonist = activates human EPAC1 exchange factor; EPAC1 agonist qHTS, biochemical assay; response scale: 100% = response to 6.5 mM cAMP; Potency, µM (titrated, usually from 154 µM), for inactives: at the highest dose activation, usual class: activators; AID 720707; 0.073% of 360,000 active; further: potency means the concentration at half of the fitted maximal effect; nearly all actives have a fitted effect of over 60% in size
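Multi-concentration qHTS readout: loss of Rap1B-bound BODIPY-GDP fluorescence driven by 100 nM EPAC1 with excess GDP (50 uM), monitored kinetically at room temperature; agonist response expressed relative to 6.5 mM cAMP.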
PI5P4K alpha inh = inhibitors of human PI5P4K alpha; P48426; PI5P4Kalpha enzyme, ADP-Glo luminescence, 60 min; hits give low values; max response, %; 1.2% of 330,000 active; active means max response of -50% or lower; inconclusive means between -30% and -50%; inactive means -30% or higher; further: value at the top dose of about 77 µM; on the % scale 0 is the no-effect control and ±100 the full control effect
Target sequence (P48426 whole entry, looked up): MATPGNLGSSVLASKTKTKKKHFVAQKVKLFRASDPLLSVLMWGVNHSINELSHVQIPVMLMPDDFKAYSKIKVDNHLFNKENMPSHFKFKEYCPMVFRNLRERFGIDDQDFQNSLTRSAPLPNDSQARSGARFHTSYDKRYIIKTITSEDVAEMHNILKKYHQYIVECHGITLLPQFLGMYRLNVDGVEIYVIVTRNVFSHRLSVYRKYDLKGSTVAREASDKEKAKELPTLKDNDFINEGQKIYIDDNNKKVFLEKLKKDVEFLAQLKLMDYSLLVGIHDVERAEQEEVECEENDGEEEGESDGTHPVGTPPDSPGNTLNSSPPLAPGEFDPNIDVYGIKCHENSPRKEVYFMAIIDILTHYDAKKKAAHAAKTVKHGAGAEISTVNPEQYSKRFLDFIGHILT
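ADP-Glo luminescence end-point after a 60 min room-temperature kinase reaction. PI5P4Kalpha and substrate in HEPES pH 7.4 buffer with EGTA, 0.1% CHAPS and 5% DMSO; ATP at 5 microM final.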
PTHR1 ag = PTHR1 (human) receptor agonism; Potency, µM (doses to about 115 µM), without a hit: at the top dose activation, actives largely listed as activators; 0.075% of 410,000 active; HEK293 GP2 PTHR1 cells, GloSensor cAMP luminescence, 1 h; AID 743266; further: potency means the concentration at half of the fitted maximal effect; nearly all actives have a fitted effect of over 55% in size; some results filed as inactive show a strong effect at the top dose; inactives centre near -15; many of its hits are not listed in these tables
Target sequence (Q03431 whole entry, looked up): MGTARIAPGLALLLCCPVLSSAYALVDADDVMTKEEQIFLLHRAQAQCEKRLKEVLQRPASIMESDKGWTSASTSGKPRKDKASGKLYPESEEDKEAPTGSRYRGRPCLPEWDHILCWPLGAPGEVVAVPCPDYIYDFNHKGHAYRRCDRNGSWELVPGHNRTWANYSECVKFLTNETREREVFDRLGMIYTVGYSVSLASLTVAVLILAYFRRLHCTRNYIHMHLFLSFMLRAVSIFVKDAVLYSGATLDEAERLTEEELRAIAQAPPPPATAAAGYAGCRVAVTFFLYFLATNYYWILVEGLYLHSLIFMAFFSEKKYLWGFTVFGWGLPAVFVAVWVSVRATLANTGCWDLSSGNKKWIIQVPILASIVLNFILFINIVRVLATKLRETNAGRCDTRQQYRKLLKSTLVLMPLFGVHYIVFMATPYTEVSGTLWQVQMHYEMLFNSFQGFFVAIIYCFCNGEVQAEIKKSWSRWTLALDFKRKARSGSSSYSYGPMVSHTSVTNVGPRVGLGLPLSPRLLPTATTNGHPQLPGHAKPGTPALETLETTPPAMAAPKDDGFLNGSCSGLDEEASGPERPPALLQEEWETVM
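HEK-293-derived GP2 cells expressing PTHR1 and a GloSensor cAMP reporter, 3,000/well, plated overnight, given luciferin plus IBMX (each 0.5 mM as added) for 1 h at 37 °C, then compound for 1 h at 37 °C. Luminescence was read after 15 min at room temperature.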
GLP1R ag = activates the human GLP-1 receptor; P43220; HEK293 GLP-1R CRE-luciferase, luminescence, 4-6 h; cells express a hypersensitive GLP-1R form; Potency, µM (titrated, usually from 45.6 µM), for the others: at the top dose activation, most hits filed as activators; 0.007% of 380,000 active; AID 624172; further: potency means the concentration at half of the fitted maximal effect; % of control where 0% means no effect
HEK293 tox = cytotoxic in the GLP-1 receptor inverse agonist counter-screen; HEK293 cAMP-luciferase reporter cells, luminescence, 24 h; Potency, µM (series often up to 38.3 µM), without a hit: at the top dose activity change, negative = inhibition, usual class: inhibitors; AID 624418; 0.13% of 410,000 active;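 further: loss of luciferase light is scored as toxicity; potency means the concentration at half of the fitted maximal effect; on the % scale 0 is the no-effect control and ±100 the full control effect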
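Compound-treated cells are incubated 24 hr at 37 deg C under 5% CO2 after a 12 hour attachment period, then luciferase detection reagent is added and luminescence is measured following 12 min at room temperature; lowered signal indicates toxicity.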
* marks the source's active call; other numbers are inactive results; i = inactive; ? = inconclusive; . = not tested or not shown; [ ] = remark or other dose. Unless noted, the call rests on the fitted dose curve; in most records, active means well fitted curve in the direction sought with a large enough effect; inconclusive means small, poorly fitted or top-dose-only effect, or another doubt; inactive means no such curve, though single readings can be large; an effect the other way counts as inactive or inconclusive. Some of the compounds tested. The share of hits here may be higher or lower than overall.

SMILES | EPAC1 antag | IL-2 act | PLK1 PBD inh | GLP1R inv ag | EPAC1 agonist | PI5P4K alpha inh | PTHR1 ag | GLP1R ag | HEK293 tox
CC(C)C1C(=O)N(Cc2cn(CC3CCCCC3)nn2)CCS(=O)(=O)N1Cc1ccc(-c2ccc(F)cc2)cc1 (configuration not stated) | 16% | -3.1 | -2% | 16% | -12% | 10 | -40%[inhibitor] | -1% | 0%
CC1(C)CSC(=NCc2ccccc2)N1C(=O)c1cccc([N+](=O)[O-])c1 | -10% | -0.5 | -10% | ? | -5% | 1 | -15% | -33%[inhibitor] | 13%
CC1CCCN(CCC(=O)c2ccc(Br)cc2)C1 (configuration not stated) | -1% | -3.8 | 3.4µM* | -10% | 2% | -3 | i | -8% | 3%
Cc1cccc(-n2c(N)cc(=O)nc2SCC(=O)Nc2cc(C)on2)c1 | -9% | 1.1 | ? | 18% | 4% | 3 | 10%[57.5 µM] | 1% | -1%
COCCCNC(=O)CC(NS(=O)(=O)c1ccc(OC)cc1)c1ccc(OC)cc1 (configuration not stated) | -6% | -0.5 | -9% | 0% | 1% | -8 | i | -2% | -1%
CC(=O)Nc1ccc(NC(=O)CSc2nnc(C)c(=O)n2N)cc1 | -29% | 0.1 | ? | 13% | -12% | 3 | i | 1% | -1%
C=CCOc1ccccc1C1C2=C(CC(C)(C)CC2=O)Nc2c1c(=O)n(C)c(=O)n2C (configuration not stated) | -3% | -4.2 | -11% | 0% | 6% | 0 | 5% | 2% | 40%[activator]
COCc1cn(CC(C)n2c(=O)c3ccccc3n2Cc2cc(C(C)C)no2)nn1 (configuration not stated) | 17% | 0.0 | -2% | -15% | -5% | 1 | -18% | . | 0%
Cc1sc2nc(N3CCOCC3)[nH]c(=O)c2c1-c1ccccc1 | 6% | -5.3 | -5% | 1% | 11% | -4 | -3% | 0% | 4%
O=C(COc1coc(CN2CCc3ccccc32)cc1=O)Nc1ccccc1 | -5% | -0.6 | -7% | -23% | 11% | 3 | -14% | -27% | 1%
Cc1cc(O)c(N=Nc2ccc(C(=O)O)cc2)cc1C | -2% | 0.1 | -11% | 39%[activator] | -1% | -8 | -26% | 9% | -10%
NC(=S)n1[nH]c(-c2ccc([N+](=O)[O-])cc2)c(N=Nc2ccc(Cl)cc2)c1=O | -6% | -5.6 | ? | 10µM* | 6% | ? | -33% | -5% | ?
C=CC[C@@H](CC(=O)N[C@H](CO)Cc1ccccc1)C(=O)N[C@@H](C)COC(=O)[C@@H](CC=C)CC(=O)OC(C)(C)C | -4% | -3.4 | -24% | 4% | -13% | 2 | -30% | 10% | -14%
Cc1ccc(C(=O)NCC(=O)OC(C)C(=O)Nc2ccc(N(C)C)cc2)cc1C (configuration not stated) | 3% | 0.8 | 2% | 9% | 2% | 1 | -63%[inhibitor] | 15% | 5%
CC1(C(=O)NS(=O)(=O)c2ccc(Cl)cc2)CCN1C(=O)c1ccc(C2CCCCC2)cc1 (configuration not stated) | -3% | 0.2 | -25% | 14% | -1% | 0 | i | 10% | 4%
Cc1ccccc1CNC(=O)c1ccc(Cl)c([N+](=O)[O-])c1 | -2% | -2.5 | 4% | 1% | -6% | 7 | -8% | -2% | -10%
O=C(/C=C/c1ccco1)N1CCN(S(=O)(=O)c2cccc([N+](=O)[O-])c2)CC1 | 3% | -2.4 | -7% | 5% | 2% | -6 | i | -4% | -21%
COC(CNC(=O)C(=O)NCC1CCCN1S(=O)(=O)c1cccs1)OC (configuration not stated) | 13% | -1.8 | -4% | 2% | 6% | 7 | -12% | 0% | 4%
COc1ccc(NS(=O)(=O)c2ccc(OC)c(N(C)S(=O)(=O)c3ccc(Cl)cc3)c2)cc1 | -8% | -3.2 | -20% | ? | ? | . | i | 0% | -13%
CCCn1nc(C(=O)NNC(=O)c2cccc(S(=O)(=O)NC(C)C)c2)c2ccccc2c1=O | -14% | 1.5 | -1% | 51%[activator] | 19% | -5 | -24% | 5% | 7%
CCc1nc2ccccc2c(C(=O)OCC(=O)N(CC(C)C)c2c(N)n(Cc3ccccc3)c(=O)[nH]c2=O)c1C | -12% | 1.4 | -2% | -12% | -15% | -12 | -24% | -8% | 14%
N#Cc1cc2c(=O)n3ccccc3nc2n(Cc2ccco2)c1=NC(=O)c1ccco1 | ? | -2.0 | -19% | 93%[activator] | -1% | -13 | -31%[inhibitor] | 9% | .
COCCN(C(=O)CCC(=O)Nc1cc(C)on1)C(C(=O)NC1CCCC1)c1ccc(C(C)C)cc1 (configuration not stated) | -13% | -1.7 | 3% | -27% | -8% | 2 | i | 10% | -14%
CCC1CCCCN1CCCNC(=O)C1CCN(S(=O)(=O)N2CCC3(CC2)OCCO3)CC1 (configuration not stated) | -10% | 3.7 | -10% | 15% | 7% | -2 | i | -5% | 5%
COc1ccc(NC(=O)COC(=O)CNS(=O)(=O)c2ccc(F)c(F)c2F)cc1OC | ? | 1.0 | -1% | 2% | -6% | 1 | i | 1% | 1%

Ordered by heavy-atom count (low to high): 3 of the compounds above
SMILES | EPAC1 antag | IL-2 act | PLK1 PBD inh | GLP1R inv ag | EPAC1 agonist | PI5P4K alpha inh | PTHR1 ag | GLP1R ag | HEK293 tox
CC1CCCN(CCC(=O)c2ccc(Br)cc2)C1 (configuration not stated) | -1% | -3.8 | 3.4µM* | -10% | 2% | -3 | i | -8% | 3%
CC(=O)Nc1ccc(NC(=O)CSc2nnc(C)c(=O)n2N)cc1 | -29% | 0.1 | ? | 13% | -12% | 3 | i | 1% | -1%
COc1ccc(NC(=O)COC(=O)CNS(=O)(=O)c2ccc(F)c(F)c2F)cc1OC | ? | 1.0 | -1% | 2% | -6% | 1 | i | 1% | 1%

6 compounds picked at random from the list so far:
SMILES | EPAC1 antag | IL-2 act | PLK1 PBD inh | GLP1R inv ag | EPAC1 agonist | PI5P4K alpha inh | PTHR1 ag | GLP1R ag | HEK293 tox
COCCCNC(=O)CC(NS(=O)(=O)c1ccc(OC)cc1)c1ccc(OC)cc1 (configuration not stated) | -6% | -0.5 | -9% | 0% | 1% | -8 | i | -2% | -1%
CCc1nc2ccccc2c(C(=O)OCC(=O)N(CC(C)C)c2c(N)n(Cc3ccccc3)c(=O)[nH]c2=O)c1C | -12% | 1.4 | -2% | -12% | -15% | -12 | -24% | -8% | 14%
Cc1ccccc1CNC(=O)c1ccc(Cl)c([N+](=O)[O-])c1 | -2% | -2.5 | 4% | 1% | -6% | 7 | -8% | -2% | -10%
O=C(COc1coc(CN2CCc3ccccc32)cc1=O)Nc1ccccc1 | -5% | -0.6 | -7% | -23% | 11% | 3 | -14% | -27% | 1%
COCc1cn(CC(C)n2c(=O)c3ccccc3n2Cc2cc(C(C)C)no2)nn1 (configuration not stated) | 17% | 0.0 | -2% | -15% | -5% | 1 | -18% | . | 0%
NC(=S)n1[nH]c(-c2ccc([N+](=O)[O-])cc2)c(N=Nc2ccc(Cl)cc2)c1=O | -6% | -5.6 | ? | 10µM* | 6% | ? | -33% | -5% | ?

Further entries.
SMILES | EPAC1 antag | IL-2 act | PLK1 PBD inh | GLP1R inv ag | EPAC1 agonist | PI5P4K alpha inh | PTHR1 ag | GLP1R ag | HEK293 tox
CCc1c(C)sc(NC(=S)N2CCN(CC)CC2)c1C(=O)OC | 4% | 1.4 | -9% | ? | -3% | 22 | i | 15% | -3%
COc1ccc(S(=O)(=O)N2CCCCC2)cc1NC(=O)CNc1ccc(F)cc1C | -21% | -0.1 | 5% | -7% | 1% | 3 | -13% | 2% | 1%
COc1ccc(-n2c(SCC(=O)Nc3ccc(C(=O)O)cc3)nnc2-c2ccccc2)cc1OC | 11% | 0.4 | -12% | 14% | 8% | ? | i | -7% | -18%
Cc1ccnc(NC(=O)CCC(=O)N(CC(=O)NCc2ccccc2)Cc2ccccc2)c1 | -5% | -0.8 | -4% | -28% | -9% | 1 | i | 3% | ?
COc1ccc(CCNC(=O)C(F)(F)F)cc1S(N)(=O)=O | -13% | 1.5 | -4% | 27% | -4% | 1 | -14% | . | -9%
O=C(NCc1ccccn1)c1ccc(S(=O)(=O)Nc2ccccc2F)cc1 | ? | -3.4 | 1% | 15% | -7% | 4 | -20% | -1% | 4%
N#CCC(=O)Nc1ccc(C(=O)OCC(=O)N(Cc2ccccc2)C2CCS(=O)(=O)C2)cc1 (configuration not stated) | 1% | 0.7 | -4% | 8% | 16% | -1 | -18% | 9% | 1%
O=C(O)c1ccc(/C=N/Nc2nnnn2-c2ccccc2)cc1 | 2% | -4.6 | 1% | 4% | -7% | 1 | -22% | 2% | 4%
CCOC(=O)C1CCCN(C(=O)c2ccc(C)c(S(=O)(=O)N3CCCCC3)c2)C1 (configuration not stated) | -1% | 1.3 | -19% | -8% | 2% | 2 | -59%[inhibitor] | 6% | 3%
CCc1nc(NCCCn2ccnc2)c2oc3ccccc3c2n1 | 17% | 0.3 | -7% | 54%[activator] | 1% | 17 | i | ? | -9%
Cc1cc(C)c(NC(=O)/C(=C/c2ccccc2)c2ccccc2)c(C)c1 | -20% | 4.8 | -7% | ? | 3% | -3 | -30% | -19% | 46%[activator]
O=C(CSc1nncs1)NC1CCCCCCC1 | -5% | 2.6 | 2% | 28% | -8% | -2 | i | 0% | -2%
O=C(NCCc1ccc(Cl)cc1)C1CC(=O)N(C2CCCC2)C1 (configuration not stated) | 3% | -0.3 | -2% | -4% | -4% | -2 | i | -3% | -2%
O=C(OCC(=O)C12CC3CC(CC(C3)C1)C2)c1ccccc1O | ? | -0.5 | -11% | ? | 7% | -2 | -17% | 6% | -9%
Cc1cc(N(CN2CCCC2=O)C(=O)c2ccccc2)no1 | 15% | 1.5 | -1% | -9% | 3% | 0 | i | 6% | -13%
CC(=O)Nc1ccc(S(=O)(=O)N[C@@H](C)C(=O)N(C)Cc2cccs2)cc1 | 3% | 0.2 | -5% | -15% | -5% | 0 | -22% | 10% | -7%
Cc1cc(NC(=O)c2ccccc2[N+](=O)[O-])ccc1Br | -7% | -0.2 | -21% | ? | 0% | 5 | -42%[inhibitor] | 12% | -1%

Screens (PubChem)
